Screening data (PubChem BioAssay)
miR122 inh = blocks miR-122 activity in Huh7 sensor cells. activation (reporter increase), % at 12.5 µM. 340,000 tested, 0.3% active. Huh7 miR-122 Renilla luciferase sensor, 48 h; neutral wells = 0, positive control = 100;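 active means mean replicate activation score at least 90 and every replicate individually at or above 90; inconclusive means only one of the two criteria met; inactive means neither criterion met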;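 further: higher luciferase means less miR-122 activity so hits act as miR-122 inhibitors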
RAD52 inh = inhibitors of human RAD52 DNA annealing; P43351; 360,000 tested, 0.46% active; inhibition, % at 18.7 µM; recombinant RAD52 DNA annealing, FRET fluorescence;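 active means every replicate showing at least 50% inhibition; inconclusive means mean inhibition at least 50% but not in every replicate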
Target sequence (P43351 whole entry, looked up): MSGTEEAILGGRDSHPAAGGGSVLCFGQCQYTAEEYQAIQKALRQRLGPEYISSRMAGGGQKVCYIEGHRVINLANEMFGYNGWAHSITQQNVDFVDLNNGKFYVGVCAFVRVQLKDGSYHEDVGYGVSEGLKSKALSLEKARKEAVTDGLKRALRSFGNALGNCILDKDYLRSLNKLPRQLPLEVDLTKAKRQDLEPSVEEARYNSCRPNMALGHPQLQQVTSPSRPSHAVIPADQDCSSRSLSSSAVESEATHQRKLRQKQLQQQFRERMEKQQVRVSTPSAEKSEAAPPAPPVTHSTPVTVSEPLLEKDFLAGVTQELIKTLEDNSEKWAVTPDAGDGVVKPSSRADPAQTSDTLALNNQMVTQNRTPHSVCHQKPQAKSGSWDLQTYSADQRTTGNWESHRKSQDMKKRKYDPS
RAD54 inh = RAD54 (human) branch migration inhibition; Q92698; RAD54 Holliday junction branch migration, FAM/BHQ fluorescence; inhibition, % at 10.4 µM; 360,000 tested, 0.14% active;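 active means mean normalized replicate activity at least 40 and at least half of replicates scoring 40 or more; inconclusive means only one of the two criteria met; inactive means mean below 40 and under half of replicates reaching 40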;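 further: 0% = median of neutral control wells and 100% = median of positive control wells; inhibitors cause a drop in the FAM fluorescence signal; in these data hits start at about 50%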
PGC1a acetyl inh = modulators of PGC1a acetylation; U2OS PGC1a acetylation, AlphaScreen anti-acetyl-lysine; with virally co-expressed GCN5 acetyltransferase; inhibition, % at 15.6 µM; 350,000 tested, 0.17% active; AID 651687;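 active means every replicate shows inhibition of at least 40%; inconclusive means mean inhibition at least 40% but some replicate below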;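 further: 0% = neutral control wells and 100% = positive control wells; some results beyond the cut were filed as inactive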
PglD inh = blocks C. jejuni PglD acetyltransferase activity. purified PglD enzyme, DTNB colorimetric CoA detection. inhibition, % at 12.5 µM. 360,000 tested, 0.098% active. AID 602405; in the data active means inhibition above about 16%, passing the limit was not always enough; inconclusive means no clear call, values can overlap the other calls; further: strong numbers were not always called active
ERAP1 inh = ERAP1 (human) enzyme inhibition; Q9NZ08; recombinant ERAP1, Leu-AMC fluorescence, 60 min; inhibition, % at 10.7 µM; 340,000 tested, 0.15% active; AID 652197;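 active means mean replicate inhibition of at least 30%, or all replicates individually reaching that 30% level; inactive means mean below 30% and not every replicate reaching it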;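 further: 0% = neutral control wells and 100% = L-leucinethiol positive control wells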
E-selectin induc = induces E-selectin expression in human endothelial cells; P16581; HUVEC E-selectin immunofluorescence imaging; normalized: neutral wells 0, TNF-alpha wells 100; activation, % at 7.58 µM; 260,000 tested, 0.37% active; AID 686992;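 active means mean E-selectin-positive cell signal at least 10% of the positive control, reached in at least 60% of replicates, without over 20% cell loss; inconclusive means no rule given, readout overlaps actives, possibly toxicity-flagged; inactive means the rest, including those meeting only one limit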;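 further: in these data hits start at about 27%; measured in HUVEC primary endothelial cells; signal is the percent of cells scored E-selectin positive by PE staining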
Target sequence (P16581 whole entry, looked up): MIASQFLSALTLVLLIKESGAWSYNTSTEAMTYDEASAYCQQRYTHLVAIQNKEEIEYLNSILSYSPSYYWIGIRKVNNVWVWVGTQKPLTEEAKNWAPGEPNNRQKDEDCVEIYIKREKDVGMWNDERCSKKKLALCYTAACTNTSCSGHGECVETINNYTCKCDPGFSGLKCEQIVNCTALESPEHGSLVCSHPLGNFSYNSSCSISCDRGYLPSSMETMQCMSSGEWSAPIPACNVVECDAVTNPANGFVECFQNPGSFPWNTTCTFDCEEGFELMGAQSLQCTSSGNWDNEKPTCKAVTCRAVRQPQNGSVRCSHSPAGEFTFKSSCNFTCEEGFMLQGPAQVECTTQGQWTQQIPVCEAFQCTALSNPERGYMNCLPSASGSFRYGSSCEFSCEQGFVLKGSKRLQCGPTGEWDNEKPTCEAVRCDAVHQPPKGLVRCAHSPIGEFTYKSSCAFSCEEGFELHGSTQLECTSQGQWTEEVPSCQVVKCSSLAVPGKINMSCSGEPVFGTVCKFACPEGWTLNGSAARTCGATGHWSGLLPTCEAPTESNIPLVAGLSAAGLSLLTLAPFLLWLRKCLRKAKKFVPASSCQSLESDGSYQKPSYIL
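material = human umbilical vein endothelial cells (HUVEC), E-selectin induction | quantity = 3,000 cells/well | medium = EGM-2 growth medium on 0.1% gelatin-coated wells | technique = immunofluorescence imaging | read-out basis = % PE-positive cells | control set = TNF-alpha positive control, DMSO neutral control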
Cneo AK release = Cryptococcus neoformans lysis via adenylate kinase release | 360,000 tested, 0.2% active | AID 651654 | C. neoformans lysis, adenylate kinase release luminescence, 4 h; normalised: neutral wells 0, clomiphene wells 100 | lysis activity, % at 15 µM;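 active means mean lysis activity across replicates of at least 80%, whatever share of replicates individually reach that level; inactive means mean lysis activity below 80%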
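read-out = cell lysis signal | test system = log-phase Cryptococcus neoformans yeast cells | input = cells at 5 × 10^6 per mL | medium = fresh YPD growth medium | signal = luminescent adenylate kinase detection reagent | timing = 4 h at 37 °C static, read 1 h later | dosing = single dose | controls = Clomiphene as positive lysis control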
The depositor's hits bear a star; u = inconclusive; x = not tested or not shown; [ ] = remark or other dose.

SMILES	miR122 inh	RAD52 inh	RAD54 inh	PGC1a acetyl inh	PglD inh	ERAP1 inh	E-selectin induc	Cneo AK release
Cc1noc(C)c1S(=O)(=O)Nc1ccc2c(c1)C(=O)N([C@@H](C)CO)C[C@@H](C)[C@H](CN(C)Cc1ccncc1)OCCCC[C@@H](C)O2	3.7[16.7 µM]	-17.1	-0.4	-1.1	-1.0	-1.0	3.4	-1.6
COc1ccc(CCN2CC(C(=O)N3CCSCC3)CCC2=O)cc1 (stereo not given)	x	-1.9	7.7	x	-10.5	-1.1	-0.9	1.2
CN(CCNC(=O)c1cc2c(-c3ccccc3F)nn(C)c2s1)C1CCCCC1	-1.4	2.4	12.4	-20.3	0.8	2.5	0.1	0.7
O=C(COC(=O)c1cccnc1Cl)NCCc1ccccc1	x	-13.2	-3.0	x	-5.9	-3.3	x	-2.3
C1CCC2=NCCCN2CC1	-5.2	x	7.1	-3.9	1.5	x	x	-1.8
COc1ccc(C(=O)COC(=O)[C@H](C)Nc2ccc(C(F)(F)F)cc2[N+](=O)[O-])cc1	2.5	x	6.5	-8.8	-1.8	x	x	-5.1
COc1cccc(Cn2c(-c3nonc3N)nc3ccccc32)c1	5.1	x	-0.8	-6.8	-2.2	x	x	4.4
COc1ccc(C(O)c2nc(-c3cnc4ccccc4c3)cs2)cc1 (stereo not given)	3.2	-18.4	3.1	-13.5	-2.5	0.6	0.0	-1.7
Cc1ccc(C)c(NC(=O)CSc2nnc(-c3ccccc3)n2N)c1	1.0	x	-4.6	10.7	-6.7	x	x	0.2
O=C(Nc1cc(Cl)cc(Cl)c1)Nc1cnccn1	5.3	-3.9	13.4	x	4.1	-4.4	1.2	2.6
Cc1ccc(F)c(CNC(=O)C2CCC(=O)N(Cc3ccccn3)C2)c1F (stereo not given)	0.8	8.4	-2.6	-10.6	0.8	-4.1	x	-0.6
COc1ccc(N2CCN(c3ncccn3)CC2)cc1	-5.0	x	-17.1	3.0	-0.2	x	x	1.5
O=C(c1ccncc1)N1CCCCN2[C@@H](CO)[C@H](c3ccc(C#Cc4ccccn4)cc3)[C@@H]2C1	-2.6[16.7 µM]	x	10.9	0.2	-0.6	x	-0.1	-2.4
Cc1noc(C)c1S(=O)(=O)Nc1cccc2c1O[C@H](CN(C)C(=O)NC1CCCCC1)[C@H](C)CN([C@H](C)CO)C2=O	7.2[16.7 µM]	-19.3	-4.7	2.7	-2.2	2.0	x	-0.9
O=Nc1c(O)[nH]c2ccc(Cl)cc12	-21.9	3.2	-12.3	x	1.9	-2.1	x	-0.5
Cc1ccc(NC(=O)CN2CCCC2c2cccn2C)cc1C (stereo not given)	x	-227.8	-6.5	-10.2	-4.0	0.0	-0.4	-4.4
CC(C)(C)OC(=O)N1CC(O)CC1C(=O)OCC(=O)c1ccc(-c2ccccc2)cc1 (stereo not given)	0.8	4.3	x	8.8	x	17.7	0.0	x
NC(=O)c1cc(S(=O)(=O)NCc2ccccc2)cs1	0.1	-1.8	-7.5	-0.6	-1.6	2.8	x	3.1
CC12CC(c3ccccc3O1)N(C(=O)c1ccc(Br)o1)C(=O)N2c1ccccc1 (stereo not given)	-0.8	x	-2.1	u	-0.8	x	x	1.2
O=C(Nc1ccccc1Cl)Oc1ccc(-c2ccccc2)cc1	-2.2	-24.1	-5.5	2.1	4.1	-1.9	0.1	-1.5

Structural class, those above with a thiophene ring, fused or not
SMILES	miR122 inh	RAD52 inh	RAD54 inh	PGC1a acetyl inh	PglD inh	ERAP1 inh	E-selectin induc	Cneo AK release
CN(CCNC(=O)c1cc2c(-c3ccccc3F)nn(C)c2s1)C1CCCCC1	-1.4	2.4	12.4	-20.3	0.8	2.5	0.1	0.7
NC(=O)c1cc(S(=O)(=O)NCc2ccccc2)cs1	0.1	-1.8	-7.5	-0.6	-1.6	2.8	x	3.1

The results go on.
SMILES	miR122 inh	RAD52 inh	RAD54 inh	PGC1a acetyl inh	PglD inh	ERAP1 inh	E-selectin induc	Cneo AK release
O=C(Nc1ccccc1)Nc1nnc([C@H]2C[C@H](O)[C@@H](CO)O2)s1	0.3	-7.5	0.5	-9.8	-1.9	-3.1	-0.1	0.4
C[C@H](CO)N1C[C@H](C)[C@H](CN(C)C)Oc2cc(-c3ccc(C(=O)N(C)C)cc3)ccc2S1(=O)=O	-1.5[16.7 µM]	-3.6	0.5	15.3	2.3	2.4	0.9	-4.1
CCS(=O)(=O)N1CCCC(C(=O)NC2CCC(C)CC2)C1 (stereo not given)	-0.4	x	-1.7	-3.6	1.3	x	x	1.0
CCOC(=O)Nc1ccc2c(c1)N(C(=O)CCN1CCN3CCCC3C1)c1ccccc1CC2 (stereo not given)	-4.0	x	9.5	11.5	1.1	x	x	-0.9
CN(C(=S)NC(=O)c1ccccc1)c1c(N)n(Cc2ccccc2)c(=O)[nH]c1=O	-1.9	-13.8	-2.2	-8.2	-5.2	-2.9	4.3	-1.8
Cc1c(N2C(=O)CSC2=S)c(=O)n(-c2ccccc2)n1C	-2.5	-120.7	-0.1	-8.3	-5.7	1.5	x	-1.2
Cc1noc(C)c1C(=O)Nc1c(F)cc(F)cc1Br	-0.3	7.6	x	0.8	x	-1.2	x	x
C[C@@H]1CN([C@H](C)CO)C(=O)c2cc(C#C[C@@H](C)O)cnc2O[C@H]1CN(C)Cc1cccc(C(=O)O)c1	-8.9[16.7 µM]	-24.6	-0.2	-11.9	3.8	-3.7	-0.2	0.0
Cc1cc(CO)nn1-c1ccc([N+](=O)[O-])cc1	-0.4	-2.1	-10.9	-3.7	6.0	2.9	-0.2	-1.6
O=C(CN1c2ccccc2Sc2ccccc21)N/N=C/c1ccc(Cl)cc1Cl	-0.2	-9.3	4.6	x	-11.3	0.5	0.2	-0.7
CC1CCN(c2ccc(NC(=O)Cn3c(=O)oc4ccccc43)cc2)CC1	11.1	2.4	6.0	-11.4	5.6	-1.1	x	-1.2
O=S(=O)(c1cccc2nsnc12)N1CCNCC1	x	-20.8	0.3	x	0.7	4.7	-0.2	-3.0
COc1ccc(CN(C)C[C@H]2Oc3ccc(NC(=O)Nc4c(C)noc4C)cc3CC(=O)N([C@@H](C)CO)C[C@H]2C)cc1	-2.8[16.7 µM]	8.9	3.8	-2.5	-1.5	1.3	-6.0	-0.6
C#CCOCCOCCOCCNc1nc(N2CCN(C(=O)Cn3cc(CCO)nn3)CC2)nc(N2CCN(C(=O)[C@H](CCCCN)n3cc(CC(C)O)nn3)CC2)n1 (stereo not given in full)	x	-56.1	-8.0	x	-0.7	-6.8	x	-0.9
Cc1cccc(C(=O)N/N=C2/SCC(=O)N2Cc2ccccc2)c1	4.4	3.5	0.0	x	-187.9	-1.9	x	-1.5
CCOC(=O)c1cnc(-c2ccccc2)nc1Oc1ccccc1	-4.7	x	1.1	4.2	-1.8	x	x	1.5
CC1=CC(C)C(/C=N/N=C(N)N)C(C)C1 (stereo not given)	1.2	-0.9	-6.2	x	2.7	2.3	3.3	-1.1
C[C@H]1CN([C@@H](C)CO)C(=O)c2cccc(NC(=O)Nc3ccc(C(F)(F)F)cc3)c2O[C@@H]1CN(C)C(=O)NC1CCCCC1	12.1[16.7 µM]	1.6	12.1	6.9	0.8	-6.0	x	-4.5
CSc1ccccc1C(=O)NC1CCCc2ccccc21 (stereo not given)	9.1	-10.8	16.6	x	2.4	-5.4	x	0.3
COc1ccccc1Nc1nc(N)nc(CN2CCN(c3ccccc3)CC2)n1	1.9	x	4.4	-3.2	3.1	x	x	-1.2
CCOC(=O)C1CCN(C(=O)CCCN2C(=O)c3ccccc3C2=O)CC1	-3.7	x	1.4	5.3	-0.7	x	x	0.2
Cc1ccccc1S(=O)(=O)N1[C@H](CO)[C@@H](c2ccc(C#CC3CCCCC3)cc2)[C@@H]1C#N	x	-34.7	-9.1	0.4	0.4	-4.6	-0.4	-1.1
CC1(C(=O)NS(=O)(=O)c2ccc(Cl)cc2)CCN1C(=O)C1(c2ccccc2)CCCC1 (stereo not given)	x	-7.4	-5.0	x	7.6	2.7	0.0	8.5
Cc1c(C(=O)N2CCN(c3ncccn3)CC2)oc2ccc(Cl)cc12	x	-6.5	14.9	x	-2.0	-1.3	x	-1.6
CCC(=O)Oc1c(C(=O)CC)cc2c(C)cc(=O)oc2c1C	-2.4	x	-4.9	9.0	8.0	x	x	6.5
Cc1cc(OC(=O)c2ccccc2C)c([N+](=O)[O-])c(=O)[nH]1	-3.4	-11.4	2.5	3.0	-1.8	0.7	-0.1	0.5
CCCNC(=O)[C@H]1[C@H](CO)[C@H]2Cn3c(ccc(C4=CCCCC4)c3=O)[C@H]2N1Cc1ccccc1F	0.7[16.7 µM]	-8.3	-6.6	5.2	2.5	0.3	-0.1	-2.9
CCOC(=O)c1nnn(-c2nonc2N)c1CN1CCCC1	3.1	3.0	-10.7	-0.9	-2.7	1.3	-0.1	0.7
N#Cc1nc(Cc2cccc3ccccc23)oc1N1CCN(c2ccccc2)CC1	x	x	-1.7	0.1	-0.4	x	x	-0.4
O=C(C[C@@H]1C=C[C@@H](NC(=O)Nc2ccc(C(F)(F)F)cc2)[C@H](CO)O1)NCc1cc(F)cc(F)c1	x	-12.6	0.4	1.8	-0.7	-2.3	0.1	0.9
Cc1ccccc1Oc1nc2c(c(=O)n(C)c(=O)n2C)n1C	4.1	-5.4	1.7	2.0	-3.6	0.3	x	10.8
CC1=C(C)CS(=O)N(S(=O)(=O)c2ccc(Cl)cc2)C1 (stereo not given)	64.2	x	0.8	-1.6	22.8*	x	x	8.0
c1coc(-c2nnc3n2C2(CCCC2)Cc2ccccc2-3)c1	-4.4	x	0.1	16.6	-0.8	x	x	8.4
O=C(Nc1ccccc1)C1=C[C@H](C2CCCCC2)C[C@H](OCCCCO)O1	0.1	-52.2	6.5	-20.7	-1.4	-2.8	0.2	-2.3
CCn1c(SC)nnc1C1CCN(CC(=O)Nc2ccccc2N2CCOCC2)CC1	x	-2.5	-1.0	x	6.9	2.4	0.1	-8.1
O=C1CCC(=O)N(c2ccccc2)N1	-8.2	-10.9	-17.7	4.5	-7.8	1.4	-0.2	0.0
COc1ccccc1CNC(=O)c1ccoc1C	0.9	x	-3.4	-6.1	0.5	x	x	-3.1
COc1ccccc1NS(=O)(=O)c1cccc(C(=O)N/N=C/c2ccc([N+](=O)[O-])o2)c1	12.5	-16.3	7.5	-4.1	3.2	2.7	x	-0.5
CCCCNS(=O)(=O)c1ccc2nc(-c3cccnc3)cc(C(=O)NC3CC3)c2c1	53.0	-9.6	-0.1	-6.9	1.1	5.4	-1.5	1.2

2 records drawn at random from the list so far, as already listed:
SMILES	miR122 inh	RAD52 inh	RAD54 inh	PGC1a acetyl inh	PglD inh	ERAP1 inh	E-selectin induc	Cneo AK release
COc1ccccc1CNC(=O)c1ccoc1C	0.9	x	-3.4	-6.1	0.5	x	x	-3.1
CC1=C(C)CS(=O)N(S(=O)(=O)c2ccc(Cl)cc2)C1 (stereo not given)	64.2	x	0.8	-1.6	22.8*	x	x	8.0

This is a random part of the collection. About 1.4% of those tested had a hit in this group.
